SENP8 block-1: SENP8 protease inhibition; Q96LD8; purified SENP8, Z-RLRGG-aminoluciferin cleavage, luminescence; inhibition, % at 10 µM; actives 1.2% (n = 330,000); AID 2540; in the data active = inhibition above about 50%
Target sequence (Q96LD8 whole entry, looked up): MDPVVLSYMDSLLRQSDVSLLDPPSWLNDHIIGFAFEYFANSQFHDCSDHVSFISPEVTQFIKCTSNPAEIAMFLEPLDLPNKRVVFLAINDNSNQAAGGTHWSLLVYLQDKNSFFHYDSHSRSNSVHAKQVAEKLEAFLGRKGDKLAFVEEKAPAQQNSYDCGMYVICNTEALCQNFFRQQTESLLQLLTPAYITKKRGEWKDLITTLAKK
Apaf-1 inh: inhibitors of human Apaf-1 apoptosome. O14727. reconstituted apoptosome caspase-3 activity, DEVD-Rh110 fluorescence. inhibition, % at 20 µM. actives 0.71% (n = 330,000). AID 489030; active = inhibition of at least 40% at 20 µM;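 note: plate controls were DMSO wells for no effect and DEVD-CHO caspase inhibitor wells for full effect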
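Material: reconstituted apoptosome with Apaf-1, cytochrome c, caspase-9, procaspase-3, dATP / Buffer or medium: pH 7.5 Hepes buffer with CHAPS, BSA, DTT / Also added: cytochrome c with DEVD-Rh110 / Schedule: compound with Apaf-1, dATP, procaspase-3 30 min, then 50 min reaction, room temperature / Technique: rhodamine 110 fluorescence at Ex 480/Em 540 nm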
SENP7 block: blocks the human protease SENP7. inhibition, % at 5 µM. actives 1.5% (n = 330,000). Q9BQF6. recombinant SENP7, Z-RLRGG-aminoluciferin luminescence, 40 min;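 active = inhibition above about 50% at the single test dose, limit read from the data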;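 note: plate controls were DMSO with enzyme for no effect and no enzyme buffer wells for full effect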
SENP8 block-2: SENP8 (human) protease inhibition; inhibition, % at 20 µM; AID 602440; Q96LD8; actives 0.64% (n = 360,000); recombinant SENP8, Nedd8 substrate fluorescence; in the data active = inhibition mostly above about 40%, no sharp cut-off; inactive = mostly below about 27%
SENP1 FRET inh: blocks the human SENP1 SUMO protease catalytic domain; actives 0.21% (n = 360,000); recombinant SENP1 catalytic domain, CyPet-SUMO1-YPet FRET cleavage; AID 624204; inhibition, % at 10 µM; Q9P0U3;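 active = inhibition at least 30% at 10 µM, raw YFP signal under a set limit, fluorescence ratio 0.5 to 1.5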;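 note: 0% = enzyme with DMSO and 100% = no enzyme wells; some results filed as inactive read as strong as hits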
Target sequence (Q9P0U3 419-644 limits assumed): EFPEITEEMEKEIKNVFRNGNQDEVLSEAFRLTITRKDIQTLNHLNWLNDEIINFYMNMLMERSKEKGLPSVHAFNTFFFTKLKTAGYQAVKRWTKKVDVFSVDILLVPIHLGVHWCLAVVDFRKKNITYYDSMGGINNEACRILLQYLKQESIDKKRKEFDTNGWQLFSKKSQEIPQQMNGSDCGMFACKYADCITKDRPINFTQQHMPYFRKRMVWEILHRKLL
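Controls: no-enzyme wells low, DMSO-plus-enzyme wells high control. Test system: human recombinant His6-tagged SENP1 catalytic domain enzyme. Reagent: SFCypet-SUMO1-SFYpet FRET protein substrate, 25 nM final. Doses: one dose per compound, 10 µM, 0.5% DMSO. Detection: FRET, CFP and YFP emission. Timing: 50 min reaction at room temperature.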
SENP6 block: SENP6 protease inhibition; actives 1.8% (n = 330,000); Q9GZR1; Recombinant SENP6 catalytic domain, aminoluciferin luminescence; AID 2599; inhibition, % at 10 µM;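 active = inhibition above about 50% at the single tested dose, limit read from the data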;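 note: plate controls were DMSO wells with enzyme for no effect and DMSO wells lacking enzyme for full effect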
Target sequence (Q9GZR1 628-1112 limits assumed): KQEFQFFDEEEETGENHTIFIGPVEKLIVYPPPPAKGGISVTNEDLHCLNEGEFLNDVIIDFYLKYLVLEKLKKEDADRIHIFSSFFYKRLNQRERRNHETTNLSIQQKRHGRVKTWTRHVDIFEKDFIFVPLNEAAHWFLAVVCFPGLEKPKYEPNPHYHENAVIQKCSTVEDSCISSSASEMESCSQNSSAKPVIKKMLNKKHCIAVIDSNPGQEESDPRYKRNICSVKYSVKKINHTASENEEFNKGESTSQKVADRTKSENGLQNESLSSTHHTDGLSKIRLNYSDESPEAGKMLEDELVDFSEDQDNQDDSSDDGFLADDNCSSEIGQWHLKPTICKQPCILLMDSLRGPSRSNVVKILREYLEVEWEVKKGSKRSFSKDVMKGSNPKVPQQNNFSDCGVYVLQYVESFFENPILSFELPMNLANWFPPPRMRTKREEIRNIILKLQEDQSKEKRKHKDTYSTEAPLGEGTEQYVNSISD
PfGluPho inh: PfG6PD (Plasmodium falciparum) enzyme inhibition | AID 504690 | actives 0.78% (n = 350,000) | PfGluPho enzyme, NADPH resazurin-diaphorase fluorescence | inhibition, % at 20 µM;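 active = inhibition reaching at least a set limit at 20 µM in the primary screen, cut at about 59% in these data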;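 note: 0% = DMSO wells with substrate and 100% = DMSO wells lacking glucose-6-phosphate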
NLRP3 yeast inh: inhibitors of NALP3 inflammasome in yeast | Yeast reconstituted NLRP3/ASC/caspase-1, beta-gal luminescence, 24 h | inhibition, % at 10 µM | actives 0.39% (n = 330,000);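 active = inhibition of 50% or more; inactive = inhibition below 50%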;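 note: plate controls were induced DMSO wells for no effect and uninduced yeast grown without galactose for full effect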
HKDC1 inh: inhibitors of human hexokinase HKDC1. AID 493160. inhibition, % at 20 µM. Q2TB90. actives 0.16% (n = 340,000). recombinant HKDC1, G6PDH/diaphorase resazurin coupled fluorescence;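 active = inhibition above about 35% when tested at 20 µM, limit read from the data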;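 note: plate controls were DMSO wells with enzyme for no effect and DMSO wells lacking enzyme for full effect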
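Test system: Recombinant HKDC1 (HK5) hexokinase enzyme, produced in-house | Input: HKDC1 at 5 µg/mL | Buffer or medium: Tris pH 8.0 buffer with MgCl2, Tween-20, BSA, BME | Schedule: 90 min reaction incubation at room temperature, dark | Technique: Resazurin-to-resorufin fluorescence via G6PDH and diaphorase coupling, 525/613 nm | Controls: DMSO wells with and without enzyme mix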
Numbers without * were called inactive; · = no result given.

SMILES | SENP8 block-1 | Apaf-1 inh | SENP7 block | SENP8 block-2 | SENP1 FRET inh | SENP6 block | PfGluPho inh | NLRP3 yeast inh | HKDC1 inh
Cc1ccccc1NCc1ccc(O)c2ncccc12 | 8 | -9 | 1 | 2 | 3 | -19 | 14 | -56 | -15
OCC(O)C(O)C(O)C(O)C1NCCS1 (stereo not given) | -4 | -30 | -6 | 33 | 1 | -31 | -7 | 15 | -13
CC(C)[C@H](CN1CCC[C@H]1CN1C(N)=NC[C@H]1C(C)C)N1C[C@@H](Cc2ccccc2)N(CCCC2CCCC2)C1=N | -20 | 63* | -8 | 17 | 1 | -49 | -4 | 23 | 1
CN(C)/C=C(\c1cnc(Cl)s1)S(=O)(=O)c1ccccc1 | -2 | 5 | 6 | 9 | 1 | 12 | -14 | -5 | -8
CC(O)CN(CC(C)O)c1ccc2c(c1)Cc1cc([N+](=O)[O-])ccc1-2 (stereo not given) | · | · | · | 40 | -35 | · | 3 | · | 17
Cc1cc(C)n2cc(CSCc3ccco3)nc2n1 | -6 | 10 | -2 | -223 | 0 | -25 | 5 | 15 | 2
O=C1CNC(=S)N1c1nc2ccccc2s1 | 19 | -25 | 14 | 21 | 4 | 37 | -4 | 54* | -7
Cc1ccc(S(=O)(=O)c2nc(NC3CCS(=O)(=O)C3)sc2Cl)cc1 (stereo not given) | -5 | 0 | 2 | 14 | 1 | 4 | 1 | 0 | 0
CCOc1ccccc1N1CCN(C(=O)CCNS(=O)(=O)c2ccccc2F)CC1 | -2 | 4 | -5 | -3 | -1 | -8 | -7 | 1 | -6
CCOc1ccc(OCC)c(NC(=O)C2CCCN(C(=O)c3ccc(Cl)cc3)C2)c1 (stereo not given) | -2 | 0 | -8 | 6 | 0 | 5 | 3 | 17 | -5
CCOC(=O)C1CCN(C(=O)c2cc3cc(C)ccc3[nH]2)CC1 | -4 | 5 | -3 | 14 | 2 | -12 | 0 | -12 | -4
Cc1ccc(C(=O)Nc2ccc3c(c2)C(=O)N(C)C3=O)c(C)c1 | -4 | 9 | -1 | -394 | 2 | -6 | -14 | 25 | 8
Cc1onc(-c2c(Cl)cccc2Cl)c1C(=O)NC(C)(C)CO | 1 | 5 | -7 | 5 | 0 | -13 | -19 | -6 | -2
CCc1ccc(NC(=O)COC(=O)CC2CCCC2)cc1 | -14 | 10 | -6 | -6 | 2 | -15 | 13 | 5 | 0
Cc1ccc2c(C(=O)CNc3nncs3)c(C)[nH]c2c1 | -1 | -1 | -9 | -8 | -1 | -18 | 0 | 7 | -1
CCOc1cccc2cc(C(=O)N3CCOCC3)c(=O)oc12 | 2 | 0 | -3 | -12 | 2 | 3 | -4 | 5 | -2
Cc1cc(OCC(=O)Nc2ccccc2C)no1 | -13 | 8 | -9 | 2 | 0 | -23 | 15 | -3 | -2
O=C(Nc1ccc(F)cc1F)N1CCCCCC1 | -7 | 3 | 0 | 6 | -1 | -9 | -3 | 21 | -4
O=C(c1cnn(C(=O)CN2CCCC2=O)c1)c1ccccc1O | 1 | -6 | 3 | -60 | -1 | 1 | -2 | -16 | 2
CCN(CC(=O)Nc1ccccc1C(F)(F)F)CC(=O)NC1CC1 | -6 | 8 | 0 | 16 | -3 | -10 | 1 | 9 | 2

An excerpt from above, showing only NLRP3 yeast inh, SENP6 block and SENP1 FRET inh:
SMILES | NLRP3 yeast inh | SENP6 block | SENP1 FRET inh
Cc1ccc2c(C(=O)CNc3nncs3)c(C)[nH]c2c1 | 7 | -18 | -1
CCOc1cccc2cc(C(=O)N3CCOCC3)c(=O)oc12 | 5 | 3 | 2

Other compounds.
SMILES | SENP8 block-1 | Apaf-1 inh | SENP7 block | SENP8 block-2 | SENP1 FRET inh | SENP6 block | PfGluPho inh | NLRP3 yeast inh | HKDC1 inh
COc1ccccc1NS(=O)(=O)c1cccc(NC(=O)Cc2cccs2)c1 | -2 | 4 | -7 | 6 | 0 | 1 | -7 | 12 | -10
C=CCNC(=O)c1cc(-c2ccncc2)nc2c(C)cc(C)cc12 | -3 | 17 | 0 | -431 | -1 | -21 | 21 | -3 | -5
Nc1cc(C(=O)OCC(=O)NCCNC(=O)COC(=O)c2ccc(Cl)c(N)c2)ccc1Cl | 3 | -9 | -7 | -325 | 2 | -2 | -3 | 13 | -5
O=C(CSc1nc2ccc(Cl)cc2[nH]1)NCCc1ccccc1 | -2 | 10 | -6 | 7 | 1 | -5 | 47 | 8 | 3
CS(=O)(=O)c1ccc(Sc2nc3ccccc3[nH]2)c([N+](=O)[O-])c1 | 2 | -4 | 2 | 21 | 4 | -6 | -4 | 13 | -1
c1ccc(CCNc2nnnn2-c2ccccc2)cc1 | -3 | -4 | -6 | 7 | 5 | -4 | 4 | 9 | -6
CC(C)n1c(N2CCN(S(=O)(=O)c3cccc([N+](=O)[O-])c3)CC2)nc2ccccc21 | -3 | 20 | 5 | 23 | 1 | 0 | -5 | 22 | -3
CC(C)(C)C(=O)Nc1nc2c(s1)COc1ccccc1-2 | 0 | -5 | -7 | -27 | 4 | 10 | 28 | 23 | -2
COc1cccc(N2CCN(S(=O)(=O)c3ccc4nc(-c5ccccc5)[nH]c4c3)CC2)c1 | 3 | 4 | -2 | 17 | 3 | -15 | 2 | -5 | -1
Cc1ccc(-n2c(C)cc(/C=N\NC(=O)CC(=O)NC(C)C)c2C)cc1 | 2 | 2 | -2 | -4 | -4 | -12 | -8 | 2 | 0

Complete entries, quoted from the list.
Shown for c1ccc(CCNc2nnnn2-c2ccccc2)cc1 : SENP8 block-1 = -3; Apaf-1 inh = -4; SENP7 block = -6; SENP8 block-2 = 7; SENP1 FRET inh = 5; SENP6 block = -4; PfGluPho inh = 4; NLRP3 yeast inh = 9; HKDC1 inh = -6
Shown for CC(C)(C)C(=O)Nc1nc2c(s1)COc1ccccc1-2 : SENP8 block-1 = 0; Apaf-1 inh = -5; SENP7 block = -7; SENP8 block-2 = -27; SENP1 FRET inh = 4; SENP6 block = 10; PfGluPho inh = 28; NLRP3 yeast inh = 23; HKDC1 inh = -2
Shown for Cc1onc(-c2c(Cl)cccc2Cl)c1C(=O)NC(C)(C)CO : SENP8 block-1 = 1; Apaf-1 inh = 5; SENP7 block = -7; SENP8 block-2 = 5; SENP1 FRET inh = 0; SENP6 block = -13; PfGluPho inh = -19; NLRP3 yeast inh = -6; HKDC1 inh = -2

Next part:
SMILES | SENP8 block-1 | Apaf-1 inh | SENP7 block | SENP8 block-2 | SENP1 FRET inh | SENP6 block | PfGluPho inh | NLRP3 yeast inh | HKDC1 inh
CCN(CC)CCNc1ccc(CO)c2sc3ccccc3c(=O)c12 | 8 | 7 | 6 | 15 | 22 | 15 | 11 | 21 | 5
COC(=O)Nc1c(-c2ccccc2)nc2ccc(Cl)cn12 | -16 | -3 | 5 | -263 | 2 | -6 | 4 | -4 | 5
CCN(C(=O)COC(=O)c1c(NC(C)=O)sc(C)c1C)C1CCS(=O)(=O)C1 (stereo not given) | 11 | 2 | 3 | -33 | 1 | 7 | -3 | 10 | -2
CCN(CC)CC(O)COc1ccccc1C(=O)CCc1ccccc1 (stereo not given) | 1 | -17 | 2 | 3 | 2 | -19 | 9 | 20 | -7
CC(=O)OCCN1C(=O)c2cccnc2C1=O | -2 | -3 | 16 | 15 | 1 | -8 | 7 | 10 | -6
COc1ccc(NC(=O)N(C)C[C@@H]2Oc3c(NC(=O)Nc4c(C)noc4C)cccc3C(=O)N([C@@H](C)CO)C[C@@H]2C)cc1 | 1 | 1 | 3 | 13 | -2 | 6 | -2 | -9 | 0
O=C(O)c1ccc2c(c1)C(=O)/C(=C\c1ccco1)C2=O | 0 | 30 | 6 | 17 | 31* | 8 | 18 | 2 | 5
O=C(NC1CCCCC1)N1CCc2ccccc21 | -16 | 4 | -2 | 14 | 1 | 1 | 16 | 19 | 2
CC(C)C(=O)Nc1ccc(NC(=O)c2cccc(F)c2)cn1 | 1 | -1 | 0 | 16 | 1 | 15 | -7 | 7 | -1
O=C(O)c1cc(S(=O)(=O)O)ccc1O | -4 | -3 | 3 | 1 | 2 | -4 | -8 | 13 | -2

Four neighbouring compounds from above:
SMILES | SENP8 block-1 | Apaf-1 inh | SENP7 block | SENP8 block-2 | SENP1 FRET inh | SENP6 block | PfGluPho inh | NLRP3 yeast inh | HKDC1 inh
CCN(CC)CCNc1ccc(CO)c2sc3ccccc3c(=O)c12 | 8 | 7 | 6 | 15 | 22 | 15 | 11 | 21 | 5
COC(=O)Nc1c(-c2ccccc2)nc2ccc(Cl)cn12 | -16 | -3 | 5 | -263 | 2 | -6 | 4 | -4 | 5
CCN(C(=O)COC(=O)c1c(NC(C)=O)sc(C)c1C)C1CCS(=O)(=O)C1 (stereo not given) | 11 | 2 | 3 | -33 | 1 | 7 | -3 | 10 | -2
CCN(CC)CC(O)COc1ccccc1C(=O)CCc1ccccc1 (stereo not given) | 1 | -17 | 2 | 3 | 2 | -19 | 9 | 20 | -7

(continued)
SMILES | SENP8 block-1 | Apaf-1 inh | SENP7 block | SENP8 block-2 | SENP1 FRET inh | SENP6 block | PfGluPho inh | NLRP3 yeast inh | HKDC1 inh
O=S(=O)(Nc1ccccc1OC(F)F)c1ccc(S(=O)(=O)N2CCCC2)cc1 | 2 | -1 | 1 | 13 | 1 | -27 | -26 | 10 | -2
CCN1C[C@@H]2[C@@H]3C(=O)N(Cc4ccccc4)C(=O)[C@@H]3[C@](Cc3ccccc3)(C1=O)N2C(=O)c1ccc(Br)cc1 | · | · | · | -4 | -3 | · | 13 | · | -1
Cc1cc2ccccc2c(=O)n1CC(=O)NCC(=O)N1CCCC1 | -9 | -20 | 13 | -86 | 3 | -16 | -1 | 17 | -6
CCCN1C(=O)c2cc(C(=O)Nc3ccccc3C)ccc2C1Nc1ccccc1C (stereo not given) | 2 | 9 | 5 | 7 | 2 | -7 | -13 | 2 | 4
CCN1CCN(CCCOc2ccc(Cl)cc2Br)CC1 | -7 | 2 | -5 | 12 | 2 | -4 | 10 | 24 | 2
Cn1nnnc1SCCNC(=O)C1CCC(=O)N(Cc2ccccc2F)C1 (stereo not given) | 1 | -6 | -6 | 8 | 1 | 9 | -5 | -6 | -5
O=C(Nc1ccccc1SCC1CSc2nc3ccccc3c(=O)n21)c1cccc(Cl)c1 (stereo not given) | 4 | 6 | -6 | 11 | -16 | -15 | -4 | 19 | 2
CC1COc2ccccc2N1C(=O)c1ccc(Cl)nc1 (stereo not given) | -7 | -11 | -4 | 8 | -1 | -18 | -3 | -17 | -3
C[C@H](O)Cc1cn(-c2cc3cc(C#Cc4ccsc4)ccc3oc2=O)nn1 | 3 | -4 | 6 | -473 | 1 | -4 | -3 | -5 | -9
CN(C(=O)c1ccc(OC2CCN(Cc3ccccn3)CC2)cc1)C1CCCCC1 | -1 | 8 | 6 | 7 | 0 | 8 | -19 | 25 | -2
Cc1[nH]n(-c2ccccc2)c(=O)c1CCO | -2 | 6 | 8 | 7 | 1 | 4 | 2 | -11 | -1
O=C(CCC1CCCCC1)Nc1nncs1 | -2 | -6 | 4 | 7 | 1 | 4 | -6 | -30 | -6
